Screening results as filed in PubChem BioAssay.
Ecoli viability: reduces bacterial viability in AddAB counter-screen; E. coli V3065 growth, OD600 absorbance, 18 h; inhibition, % at 11.9 µM; 0.27% of 330,000 active; AID 449728;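 active = inhibition above the campaign's mean inhibition across all tested compounds plus 3 SD, cut at about 9.9% in these data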;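 also: uninfected addAB+ strain grown without phage in ampicillin broth; 0% = DMSO wells and 100% = ciprofloxacin 0.95 µg/ml wells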
HTR5A ag ctr: counter-screen for OPRM1-OPRD1 agonists: human HTR5A agonism | P47898 | HTR5A agonist assay, luminescence, cell-based | activation, % at 9.3 µM | 0.61% of 340,000 active | AID 504692; in the data active = activation mostly above about 9.5%, no sharp cut-off; inactive = mostly below about 7.6%;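 also: 0% = cells with vehicle only and 100% = reference agonist; strong numbers were not always called active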
Target sequence (P47898 whole entry, looked up): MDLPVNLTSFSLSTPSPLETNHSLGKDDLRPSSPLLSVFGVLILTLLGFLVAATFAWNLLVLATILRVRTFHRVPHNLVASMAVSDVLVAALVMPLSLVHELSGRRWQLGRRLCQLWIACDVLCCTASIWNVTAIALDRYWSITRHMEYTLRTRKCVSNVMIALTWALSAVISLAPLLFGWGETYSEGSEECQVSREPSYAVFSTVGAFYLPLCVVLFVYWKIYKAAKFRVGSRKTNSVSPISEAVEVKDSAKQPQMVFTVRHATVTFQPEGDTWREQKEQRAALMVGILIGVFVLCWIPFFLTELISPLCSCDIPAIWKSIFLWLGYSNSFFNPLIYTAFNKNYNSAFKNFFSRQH
Tat export inh: E. coli Tat transport inhibition; E. coli MC4100 TorA-mCherry Tat export, fluorescence; inhibition, % at 10 µM; 0.036% of 340,000 active;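 active = mean replicate inhibition at least 50% and at least half of replicates individually reaching 50%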;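 also: exported cargo escapes ClpAP degradation while cytoplasmic cargo is degraded and loses fluorescence; 0% = median of neutral control wells and 100% = median of NaSCN control wells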
HTR5A inv ag: inverse agonist of human HTR5A in OPRM1-OPRD1 counter-screen; P47898; HTR5A cell line, luminescence, inverse agonism; inhibition, % at 9.3 µM; 0.083% of 340,000 active; AID 504634; in the data active = inhibition mostly above about 23%, no sharp cut-off; inactive = mostly below about 18%;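 also: 0% = cells with DMSO and 100% = no-cell wells with DMSO; some compounds called inactive have numbers as strong as hits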
AddAB inh: less growth of phage-infected E. coli with AddAB. E. coli expressing H. pylori AddAB, absorbance growth. inhibition, % at 11.9 µM. 0.29% of 330,000 active; in the data active = inhibition above about 12%;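 also: 0% = vehicle wells of infected cells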
Mot1-301 SUMO: inhibitors of SUMOylation pathway: yeast Mot1-301 growth rescue; S. cerevisiae Mot1-301 growth rescue, ATP luminescence, 38.5C; percent above DMSO median, 100 means doubled; growth rescue, % at 18.8 µM; AID 2716; 1% of 320,000 active;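 active = every valid replicate shows activation above 250% relative to neutral control wells; inactive = the rest, any valid replicate at or below 250%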;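 also: OY570 slx delta 5 strain wells were the positive control but not used for scaling; some compounds called inactive have numbers as strong as hits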
DAGLB inhibitor: blocks human DAGLB lipase activity; Q8NCG7; HEK293T DAGLB membrane lysate, EnzChek fluorogenic substrate; inhibition, % at 5.17 µM; 0.059% of 340,000 active; AID 504411; in the data active = inhibition above about 34%;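 also: 0% = enzyme with vehicle and 100% = wells lacking enzyme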
PKA-R1A activ: activators of PKA-R1A complex. PKA-R1A dissociation, Cy5-IP20 fluorescence polarization; scaled: DMSO 0%, 113 µM cGMP 100%. activation, % at 11.4 µM. 0.083% of 340,000 active. AID 504707;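 active = percent activation above the mean of all tested compounds plus 3 SD, cut at about 19% in these data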;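 also: higher means more PKAc released from R1A so a rise in polarization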
phage Ecoli inh: E. coli growth loss with phage present; growth absorbance; inhibition, % at 11.9 µM; 0.26% of 360,000 active; AID 651602; in the data active = inhibition above about 11%
PKA-R2B activ: PKA-R2B complex activation; P22694+P31323; PKA-R2B holoenzyme dissociation, Cy5-IP20 fluorescence polarization; R2B truncated from residue 108, S112A mutant; 0% DMSO only, 100% 113 µM cGMP; activation, % at 11.4 µM; 0.079% of 340,000 active;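 active = activation above a cutoff set at the mean over all compounds plus 3 SD, cut at about 18% in these data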;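 also: higher means more holoenzyme dissociation and a rise in polarization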
CDK5 inh: blocks human CDK5/p35 kinase activity; Q00535+Q15078; Recombinant CDK5/p35, ADP-Glo luminescence, 60 min; 0.01% of 330,000 active; inhibition, % at 10 µM;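 active = highest replicate inhibition of at least 50% and at least 75% of replicates reaching 50%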;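 also: plate controls were DMSO neutral control for no effect and GW8510 at 10 µM for full effect; many of its hits are not listed in these tables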
Target sequence (Q00535 whole entry, looked up): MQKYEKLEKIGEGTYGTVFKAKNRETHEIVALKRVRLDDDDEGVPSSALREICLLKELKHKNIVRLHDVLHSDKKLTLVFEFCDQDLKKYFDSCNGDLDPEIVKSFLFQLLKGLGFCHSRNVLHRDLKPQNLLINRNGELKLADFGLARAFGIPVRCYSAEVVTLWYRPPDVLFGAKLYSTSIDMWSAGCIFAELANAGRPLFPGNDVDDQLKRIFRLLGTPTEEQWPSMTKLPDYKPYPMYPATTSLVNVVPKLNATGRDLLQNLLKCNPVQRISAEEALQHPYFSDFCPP
Target sequence (Q15078 whole entry, looked up): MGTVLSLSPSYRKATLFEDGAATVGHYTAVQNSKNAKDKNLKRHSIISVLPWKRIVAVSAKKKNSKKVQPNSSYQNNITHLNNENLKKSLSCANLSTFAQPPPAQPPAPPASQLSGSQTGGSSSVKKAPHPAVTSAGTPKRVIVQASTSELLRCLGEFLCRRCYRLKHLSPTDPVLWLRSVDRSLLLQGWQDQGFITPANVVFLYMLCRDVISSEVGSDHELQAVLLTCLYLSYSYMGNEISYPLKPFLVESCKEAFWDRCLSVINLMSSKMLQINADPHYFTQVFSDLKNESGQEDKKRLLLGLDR
The depositor's hits bear a star; . = no result given.

SMILES	Ecoli viability	HTR5A ag ctr	Tat export inh	HTR5A inv ag	AddAB inh	Mot1-301 SUMO	DAGLB inhibitor	PKA-R1A activ	phage Ecoli inh	PKA-R2B activ	CDK5 inh
CCOC(=O)[C@H]1[C@H]2COc3ccc(C)cc3[C@@H]2N2C(=O)CN(Cc3ccc(Cl)cc3)C(=O)[C@@]12C	-2.0	-1	10	6	0.1	7	-4	-6	1.1	1	1.1
COc1cc2c(cc1OC)-c1cc(Nc3ccc4c(c3)OCCO4)nc(=O)n1CC2	0.5	7	0	4	5.2	-13	-1	-1	-0.6	3	2.1
CCC(CC)NC(=O)COC(=O)CCC(=O)c1cccs1	0.4	0	5	-7	-1.6	15	-2	-11	5.1	-11	-0.2
Cc1cc(/C=C2/NC(=O)N(Cc3ccccc3F)C2=O)c(C)n1C(C)C	-0.8	6	-2	25	-0.1	.	3	-8	3.1	1	-6.1
O=C(NC1CCCC1)C(=O)N(c1ccccc1F)C(C(=O)NCC1CCCO1)c1cccs1 (stereo unspecified)	-1.3	-2	-1	5	0.7	1	-1	-8	2.2	12	2.4
CC1CC(C)CN(S(=O)(=O)CCNC(=O)c2ccc3c(c2)OCO3)C1 (stereo unspecified)	-1.6	10	4	-31	-2.7	-5	2	4	0.7	12	-0.2
CCCOc1ccc(CN(C(=O)c2cccc(OC)c2)C2CCS(=O)(=O)C2)cc1 (stereo unspecified)	0.3	3	-6	19	1.5	-8	-3	-4	1.6	-2	-2.6
NC(=O)c1ncn([C@@H]2O[C@H](CNCc3cnc(N4CCOCC4)nc3)[C@@H](O)[C@H]2O)n1	.	2	-6	-7	.	.	-2	6	3.2	2	0.7
CN(C)S(=O)(=O)c1ccc(NC(=O)CN2C(=O)NC(Cc3ccccc3)C2=O)cc1 (stereo unspecified)	1.1	-2	-2	8	1.6	-11	-1	-15	2.1	-1	1.0
COc1ccc(NS(=O)(=O)c2ccc(F)cc2F)cn1	-3.1	9	-1	-27	3.6	3	-1	1	1.1	-19	0.0
C/C(=N\NC(=O)c1cc(C)oc1C)c1ccc(N2CCOCC2)cc1	-0.8	-2	-4	5	0.4	16	-2	-7	-0.9	-7	-0.5
CN(CCOc1ccc(Cl)cc1)C(=O)c1cccc(S(=O)(=O)N2CCN(c3ccc(F)cc3)CC2)c1	.	-4	1	10	.	.	4	-7	.	-13	-0.2
Cc1noc(C)c1COc1ccccc1C(=O)N(C)Cc1ccc(F)cc1	.	-2	6	-14	.	.	2	-14	1.5	-10	0.8
COc1ccc(C)cc1S(=O)(=O)N1CCCC(C(=O)NCc2ccccn2)C1 (stereo unspecified)	-1.1	1	8	11	0.6	9	0	-1	0.4	0	-3.4
Cc1cccc(/C(N)=N/OC(=O)c2ccoc2C)c1	1.0	4	-8	-10	2.2	-13	-3	-9	1.4	0	15
COc1ccc(Cl)cc1S(=O)(=O)N1CCN=C1C	0.6	3	16	-16	1.2	7	0	-15	1.2	-4	0.6
CCCCn1c(N)c(N(CCC(C)C)C(=O)C2CCCC2)c(=O)[nH]c1=O	-1.2	2	-7	2	1.3	-5	2	1	1.8	-5	1.4
O=C(COC(=O)c1cc[n+]([O-])cc1)NC(=O)c1ccc(OC(F)F)cc1	-0.9	-2	0	7	-0.5	17	0	12	0.7	-3	-2.6
O=C(COC(=O)C1CCCCC1)NCCc1ccccc1	.	-4	-3	-4	.	.	-4	-10	3.1	10	2.7
CC(=O)c1cccc(NC(=O)CCNS(=O)(=O)c2cccc3nsnc23)c1	0.4	0	-3	27	5.6	-3	0	11	5.0	5	1.3
Cc1ccc2oc(=O)n(CCOc3ccccc3)c2c1	0.8	1	-3	-2	1.6	-5	1	-1	2.0	-17	-8.4
COc1ccc(-c2nn(C)c3sc(C(=O)N4CCOCC4)cc23)cc1OC	1.4	0	-2	-43	0.9	8	1	-7	2.4	-8	0.0
Cc1nc(Oc2cccc(Cl)c2)c2oc3ccccc3c2n1	-0.1	4	1	-10	3.3	.	-13	-1	0.8	-10	-2.0
CCCC(O)(CCC)C(=O)NNc1ccc(C)cc1	-0.8	0	-6	11	1.6	643*	-2	2	1.9	0	0.7
CC1(c2ccc3noc(-c4ccc(F)cc4)c3c2)OCCO1	1.7	2	-2	-6	2.4	11	-6	-6	5.0	-1	0.0
CN(c1ccc(C(=O)Nc2ccc(CC#N)cc2)cc1)S(C)(=O)=O	0.5	6	-4	-20	4.5	-16	-1	-9	4.5	-11	-0.5
CCOC(=O)N1CCC(n2c(SCC(=O)NCc3ccccc3)nc3ccccc3c2=O)CC1	-3.2	-4	14	13	-2.1	-8	-1	-3	1.6	4	-1.0
CSc1nnc(-c2ccncc2)n1/N=C/c1cn(-c2ccccc2)nc1-c1ccc(Cl)cc1	0.5	5	-1	-21	5.3	41	-4	-1	0.1	-7	2.7
COc1ccc(C2/C=C\CN(S(=O)(=O)c3ccc4ccccc4c3)CC(=O)N2Cc2ccc(F)cc2)cc1 (stereo unspecified)	-1.0	0	-4	-24	1.2	2	-4	2	1.4	-1	2.0
CC(C(=O)NCc1ccccc1Cl)n1cc([N+](=O)[O-])cn1 (stereo unspecified)	0.9	3	-2	-10	2.3	-3	0	-14	-0.1	9	0.7
Cc1cc(=O)[nH]c(NCc2ccccc2)n1	0.3	-1	1	4	1.3	-24	-5	-4	1.4	-4	-0.4
O=C(CSc1nc2c([nH]c3ccccc32)c(=O)n1-c1ccccc1)NCC1CCCO1 (stereo unspecified)	2.3	-15	1	29	2.6	-6	4	-6	2.6	-1	0.8
COc1ccccc1N1C(=O)C(=O)N(C)C1=O	0.7	6	9	5	7.8	-7	-4	0	2.5	-18	0.6
CC(C)COc1ccc(Cc2cnc(N)nc2N)cc1	6.9	-3	-5	-1	12*	81	-2	-12	16*	0	0.8
C=CCn1c(SCC(N)=O)nc(C)cc1=O	0.6	4	-12	-32	2.9	-8	0	-4	0.1	-2	-0.1
Cc1oc(-c2ccccc2F)nc1CS(=O)(=O)CC(=O)NCCN(C)C1CCCCC1	0.9	2	1	-7	-1.6	10	-2	-6	-0.3	-6	0.5

Compound profiles (already shown). Order of screens: Ecoli viability | HTR5A ag ctr | Tat export inh | HTR5A inv ag | AddAB inh | Mot1-301 SUMO | DAGLB inhibitor | PKA-R1A activ | phage Ecoli inh | PKA-R2B activ | CDK5 inh
`C=CCn1c(SCC(N)=O)nc(C)cc1=O` reads 0.6 | 4 | -12 | -32 | 2.9 | -8 | 0 | -4 | 0.1 | -2 | -0.1
`O=C(CSc1nc2c([nH]c3ccccc32)c(=O)n1-c1ccccc1)NCC1CCCO1` (stereo unspecified) reads 2.3 | -15 | 1 | 29 | 2.6 | -6 | 4 | -6 | 2.6 | -1 | 0.8

(list continues)
SMILES	Ecoli viability	HTR5A ag ctr	Tat export inh	HTR5A inv ag	AddAB inh	Mot1-301 SUMO	DAGLB inhibitor	PKA-R1A activ	phage Ecoli inh	PKA-R2B activ	CDK5 inh
O=c1[nH]c2c(s1)C=Nc1ccccc1N2	-1.3	1	1	2	1.1	-6	-12	-7	-2.2	-9	-0.6
Cc1noc(NS(=O)(=O)c2ccc(NC(=O)CSc3nc4ccccc4s3)cc2)c1C	1.6	11	-5	-6	0.8	48	5	11	0.9	-7	0.8
Cc1ccc(N(C(=O)CNC(=O)c2ccco2)C(C(=O)NC2CCCC2)c2ccncc2)c(C)c1 (stereo unspecified)	-0.6	5	17	-12	2.8	36	0	-5	1.7	-2	-1.0
Cc1ccccc1OCc1nc2c3c(ncn2n1)-c1ccccc1CC31CCCC1	-3.7	3	5	-8	1.9	-10	-4	2	0.4	8	0.0
O=C(NCCOc1cccc(Oc2ccccc2)c1)c1cc(-n2cnnc2)ccc1Cl	1.0	3	5	12	2.5	21	0	0	2.2	14	-0.4
CCC(C)(C)n1nnnc1C(c1cc2ccc(C)cc2[nH]c1=O)N(Cc1cccnc1)Cc1ccco1 (stereo unspecified)	1.6	-3	-1	6	1.3	38	0	-16	0.5	-1	-0.4
CCN(CC(=O)Nc1ccc(OC)cc1)C(=O)c1cc(S(=O)(=O)N(C)C)ccc1N1CCCC1	1.7	4	-3	-10	4.7	83	-1	-11	3.0	-9	0.4
CCCC1NC(=O)NC(C)=C1C(=O)OCC (stereo unspecified)	0.8	-1	2	-17	-0.5	12	0	-13	1.6	4	-1.0
Cc1cc(C)cc(NC(=O)COc2coc(CN3CCN(c4ccccc4)CC3)cc2=O)c1	2.1	8	-3	-3	-0.8	.	-4	-6	-0.1	16	-1.1
COc1ccc(OCC(=O)NCc2n[nH]c(=O)c3ccccc23)cc1	-2.1	1	-2	-2	0.0	-19	3	-4	4.9	2	-1.7
COc1ccc(/C=C(/CC(=O)NCc2ccc(Cl)cc2)c2nc3ccccc3s2)cc1	-2.4	2	-5	19	0.1	6	-5	2	1.4	-14	0.2
COc1cccc(CNC(=O)c2ccc(NC(=O)C3CCCO3)cc2)c1 (stereo unspecified)	1.6	-3	-3	7	2.4	4	-3	1	3.1	-7	-1.0
COc1ccccc1CN1C[C@@H]2C[C@@H](c3cccc(C)n3)N3CCC[C@@]23C1=O	-0.4	-1	2	1	-1.6	-14	0	-1	2.2	-8	0.1
O=[N+]([O-])c1cccc2c(N3CCCC3)ccnc12	3.1	4	-13	-9	2.8	.	2	-13	4.1	1	-0.3
N#Cc1ccc(CO/N=C/c2ccccc2)cc1	1.2	1	3	-2	0.3	18	-2	4	2.4	-13	3.0
CCOC(=O)CCn1cc(F)c(=O)[nH]c1=O	-0.3	-1	8	0	-1.4	-5	0	-7	3.1	-2	0.1
N#Cc1c(C#N)c(-c2ccccc2)n(-c2ccccc2)c1N	-3.5	2	-3	-4	1.8	139	1	-2	0.7	7	1.2
S=C(N/N=C/c1ccco1)NC1CC2CCC1C2 (stereo unspecified)	-3.3	0	-6	0	-3.4	3	-2	8	0.3	2	0.5
CCOC(=O)Cn1c(=O)oc2cc(S(=O)(=O)NCCc3ccc(C)cc3)ccc21	-1.8	4	2	-12	-1.2	0	3	-6	4.3	-14	-1.0
CN1C(=O)/C(=C\c2cc(N=Nc3ccccc3)ccc2O)SC1=S	0.3	-5	-3	15	1.3	-30	4	5	1.5	5	2.8
Cc1ccc(CNC(=O)C2CC(=O)N(C3CCCC3)C2)cc1 (stereo unspecified)	-1.4	0	8	-4	-0.1	-2	-2	8	1.4	-8	-0.3
CCc1nnc(NC(=O)c2ccc(S(=O)(=O)N(CC)CC)cc2)s1	0.8	2	5	-19	-1.1	0	2	-5	4.3	2	-2.7
CCCCn1c(N)c(N(CC(C)C)C(=O)CSc2ccccc2C)c(=O)[nH]c1=O	2.0	-3	-5	7	-1.1	-14	6	4	-0.4	-12	1.3
CCOc1ccccc1NC(=O)C(OC(=O)c1ccccc1)c1ccccc1 (stereo unspecified)	-1.5	0	11	-13	1.6	113	-9	-1	6.1	-2	0.8
Cc1ccc(/C=N/NC(=O)c2cc(C)oc2C)o1	0.2	-3	1	12	0.7	0	-5	-12	1.9	-5	-1.2
COc1ccc(/C=N/NC(=O)CN(C)S(=O)(=O)c2ccc(NC(C)=O)cc2)cc1	1.0	-8	-12	20	1.7	-7	0	2	0.6	-5	0.3
CN1C(=O)C(c2nnc(Nc3cccc4ccccc34)s2)C2CC1(C)Oc1ccccc12 (stereo unspecified)	1.3	-3	5	7	4.6	55	5	-4	4.4	3	-0.5

Rows were taken by chance; 2.3% or so of the library scored in one or more.
